# Screening data (PubChem BioAssay)
# Bcl-W Bim block: inhibitors of Bim-Bcl-W interaction, human; bead-based flow cytometry, Bim peptide-Bcl-W binding; inhibition, % at 10 µM; Q92843; 190,000 tested, 0.02% active; AID 952;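 further: 0% = bound tracer without compound and 100% = peptide blocker; higher means less fluorescent Bim peptide bound to Bcl-W beads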
# Rab2A wt mod: changes GTP binding to wildtype dog Rab2A, up or down. P61105. GST-Rab2 wt beads, Bodipy-GTP binding, flow cytometry. GTP binding activity, % at 10 µM. 190,000 tested, 0.19% active. AID 760;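 active means GTP binding activity at least 20 points away from 100%, either lowered or raised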;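 further: 0% = beads with excess unlabeled GTP and 100% = no-compound control corrected for plate trend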
# Rac1 wt modul: human Rac1 wildtype GTP binding, inhibitors and activators. GTP binding activity (% of control), % at 10 µM. 190,000 tested, 0.27% active. GST-Rac1 beads, fluorescent GTP binding, flow cytometry; actives lie on both sides; 0 = cold GTP competed, 100 = untreated. AID 757. P63000;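 active means GTP binding activity at least 20 points away from the 100% control level, either lower or higher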
# Bfl-1 Bim block: inhibitors of Bim-Bfl-1 interaction, human; Q16548; Bead-based flow cytometry, Bim-Bfl-1 binding inhibition; inhibition, % at 10 µM; 190,000 tested, 0.12% active; AID 1008;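 further: 0% = wells without compound plus tracer and 100% = blocker peptide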
# HRas wt GTP bind: changes GTP binding to wildtype human HRas; P01112; GST-Ras wt beads, Bodipy-FL-GTP binding, flow cytometry; actives lie on both sides; GTP binding activity, % at 10 µM; 190,000 tested, 0.14% active; AID 759;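 active means GTP binding activity at least 20% away from the 100% baseline, either lowered as inhibitor or raised as activator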;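 further: 0% = unlabeled GTP competition control and 100% = no-compound control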
# Target sequence (P01112 whole entry, looked up): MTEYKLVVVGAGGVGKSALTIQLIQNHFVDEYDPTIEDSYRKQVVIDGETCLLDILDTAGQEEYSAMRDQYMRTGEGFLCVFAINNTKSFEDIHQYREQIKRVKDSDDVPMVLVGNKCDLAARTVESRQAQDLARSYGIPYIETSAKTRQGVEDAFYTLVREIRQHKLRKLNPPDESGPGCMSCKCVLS
# Bcl-B Bim block: disrupts Bim peptide binding to human Bcl-B | Q9HD36 | bead-based flow cytometry | inhibition, % at 10 µM | 190,000 tested, 0.073% active | AID 951;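 further: 0% = tracer peptide without compound and 100% = reference inhibitor peptide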
# Target sequence (Q9HD36 whole entry, looked up): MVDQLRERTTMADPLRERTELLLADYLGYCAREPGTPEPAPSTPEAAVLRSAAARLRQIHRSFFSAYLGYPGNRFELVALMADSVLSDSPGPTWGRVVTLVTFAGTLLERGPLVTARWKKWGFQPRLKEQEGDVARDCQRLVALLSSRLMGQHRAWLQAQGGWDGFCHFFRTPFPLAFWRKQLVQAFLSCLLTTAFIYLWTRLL
# Bim-Bcl-2: human Bim-Bcl-2 interaction inhibition | P10415 | Bead-based flow cytometry, Bim peptide-Bcl-2 binding | inhibition, % at 10 µM | 190,000 tested, 0.06% active; in the data active means inhibition above about 40%;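 further: 0% = no compound wells with probe peptide and 100% = reference peptide inhibitor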
# Bim-Bcl-XL: disrupts Bim peptide binding to human Bcl-XL | Q07817 | bead flow cytometry, fluorescence | inhibition, % at 10 µM | 190,000 tested, 0.04% active | AID 1007
# Target sequence (Q07817 whole entry, looked up): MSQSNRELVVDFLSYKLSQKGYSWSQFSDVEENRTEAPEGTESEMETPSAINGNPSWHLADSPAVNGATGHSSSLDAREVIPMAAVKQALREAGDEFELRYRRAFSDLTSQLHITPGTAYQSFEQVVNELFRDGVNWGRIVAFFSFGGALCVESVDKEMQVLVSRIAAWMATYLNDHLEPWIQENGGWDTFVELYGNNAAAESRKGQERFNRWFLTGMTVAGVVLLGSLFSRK
# Rac1 mut GTP: human Rac1 activated mutant GTP binding change; percent activity (GTP binding), % at 10 µM; P63000; GST-Rac1 activated beads, fluorescent GTP binding, flow cytometry; actives lie on both sides; 100% means binding = to untreated wells; 190,000 tested, 0.11% active;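 active means GTP binding at least 20 percentage points away from the 100% baseline, in either direction, so actives lie on both sides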
# Rab7 wt GTP bind: modulators of GTP binding to dog Rab7 wildtype GTPase; GST-Rab7 beads, fluorescent GTP binding, flow cytometry; actives lie on both sides; untreated = 100%, excess cold GTP = 0%; GTP binding activity (percent of control), % at 10 µM; 190,000 tested, 0.055% active; AID 758;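 active means fluorescent GTP binding to Rab7 beads changed by at least 20 points from the 100% baseline, either direction, mostly lower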;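 further: median green fluorescence of bound Bodipy-FL-GTP per Rab7 bead population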
# Cdc42 wt GTP: modulators (inhibitors or activators) of GTP binding to human Cdc42 wildtype; 190,000 tested, 0.2% active; P60953; GST-Cdc42 beads, Bodipy-GTP binding, flow cytometry; actives lie on both sides; percent activity (GTP binding), % at 10 µM;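 active means percent activity GTP binding at least 20 points away from the 100% baseline, either down as inhibitor or up as activator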;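 further: median bead fluorescence of bound Bodipy-FL-GTP at 100 nM; 0% = excess unlabeled GTP control and 100% = no compound control; below 100% means less GTP binding so inhibitor and above means activator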
# Target sequence (P60953 whole entry, looked up): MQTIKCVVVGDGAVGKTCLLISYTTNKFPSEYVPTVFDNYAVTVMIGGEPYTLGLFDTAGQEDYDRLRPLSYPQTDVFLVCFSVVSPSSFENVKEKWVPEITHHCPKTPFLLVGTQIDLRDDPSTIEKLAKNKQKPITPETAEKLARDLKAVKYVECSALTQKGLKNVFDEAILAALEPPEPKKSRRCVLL
# Active calls of the source: *. Unless noted, no stated cut-off is given here; in the data, active means inhibition above about 40%.
# Values run as follows: Bcl-W Bim block	Rab2A wt mod	Rac1 wt modul	Bfl-1 Bim block	HRas wt GTP bind	Bcl-B Bim block	Bim-Bcl-2	Bim-Bcl-XL	Rac1 mut GTP	Rab7 wt GTP bind	Cdc42 wt GTP
> O=C(NCc1ccco1)c1ccc(CNc2c(N3CCCCC3)c(=O)c2=O)cc1
 : -2	99	106	1	101	-1	0	-1	103	96	103
> CCCc1cc(C(=O)Cc2nc3ccccc3s2)c(O)cc1O
 : -6	101	97	-6	101	0	-3	-3	96	98	101
> Cc1ccccc1N1CCN(C(=O)CN2C(=O)c3ccccc3C2=O)CC1
 : -2	99	102	-4	98	-2	-6	-1	95	98	96
> CC(C)(C)c1nnc(NC(=S)Nc2ccccc2)s1
 : -5	97	98	-10	98	-8	3	-5	95	105	97
> O=C(O)c1cnn(-c2ccccc2)c1-c1ccccc1
 : -5	101	105	-19	100	-8	-9	-9	100	96	101
> Cc1noc(C)c1CSc1nnc(-c2cc(Cl)ccc2Cl)n1N
 : 0	99	99	-4	99	-9	-10	-12	95	99	99
> COc1ccc(CNC(=O)CN2C(=O)CC(c3ccccc3)=Nc3ccccc32)cc1
 : 2	97	99	-3	96	-3	0	-1	96	99	98
> c1ccc(Cn2nnc3c(Nc4ccc5c(c4)OCO5)nc(C4CC4)nc32)cc1
 : -1	99	106	-13	99	-10	-11	-4	98	101	97
> Cc1cc(C)cc(-n2c(SCC(=O)NCc3ccc4c(c3)OCO4)nc3ccccc3c2=O)c1
 : -7	100	101	2	100	-6	1	-10	98	99	100
> Cc1cc(C)nc(SCc2nnc(SCc3ccc([N+](=O)[O-])cc3)n2Cc2ccco2)n1
 : -5	94	101	0	98	-7	-1	-6	95	101	99
> CCn1c(SCc2ccc(C)cc2)nnc1-c1cnccn1
 : 6	99	100	4	100	-1	0	2	96	94	98
> COc1cccc(-c2nc3cc(C)ccc3o2)c1
 : 1	101	106	-7	102	-9	-8	-1	98	101	104
> CCOC(=O)c1[nH]cnc1C(=O)Nc1ccc(Cl)cc1
 : 0	85	84	-5	88	-4	0	0	87	94	86
> COC(=O)Nc1ccc2c(c1)OCO2
 : 2	101	104	2	100	0	0	0	99	100	101
> Cc1ccc(CN2CCc3[nH]c(=O)[nH]c(=O)c3C2)cc1
 : 2	100	96	-4	98	1	-1	0	96	101	95
> COc1ccccc1NS(=O)(=O)c1cc(NC(=O)c2cc[n+]([O-])cc2)ccc1N1CCCC1
 : -2	89	92	17	89	-50	-7	-11	91	100	89
> COc1cccc(N2CCN(C3CC(=O)N(c4ccc(F)c(Cl)c4)C3=O)CC2)c1 (stereo not given)
 : -5	101	104	-20	100	-11	-12	-12	98	100	101
> CCOc1ccc(NC(=O)NNC(=O)c2ccc(CC)s2)cc1
 : -1	100	99	-3	99	-2	-2	0	96	106	97
> COc1cc(NC(=O)c2cccnc2SC)cc(OC)c1
 : 1	95	99	-6	96	-3	-5	-1	96	96	96
> CC(C)Sc1nc(N2CCOCC2)c2c(c1C#N)CC(C)(C)SC2
 : -5	100	105	-22	99	-9	-14	-8	99	97	99
> CCCCC(=O)Nc1ccccc1Oc1ccccc1
 : -2	96	96	-3	96	-2	-2	-1	94	93	96
> O=C(CS(=O)CC(=O)N(CC(=O)NC1CCCC1)C1CCCC1)Nc1ccc(F)cc1 (stereo not given)
 : -2	109	106	-1	109	0	0	-4	102	105	107
> O=C(COC(=O)CCOc1ccccc1)NCc1ccco1
 : 0	94	97	0	92	0	3	-3	94	95	94
> O=C(NC(=S)Nc1nc(-c2ccc(Br)cc2)cs1)c1ccco1
 : -4	93	99	-1	94	-4	-5	-2	96	105	96
> O=C(Cc1csc(Nc2nc(=S)[nH]c3ccccc23)n1)N1CCN(c2cccc(Cl)c2)CC1
 : 2	91	92	-4	94	1	0	1	95	100	93
> Cn1ncc(Br)c1C(=O)O
 : 0	98	94	-3	98	-2	-2	-2	96	104	96
> CCc1cc(C(=O)N2CCCC(CCC(=O)NCc3cccc(OC)c3)C2)no1 (stereo not given)
 : -3	97	100	-9	97	-7	-5	-2	95	97	98
> Cc1ccc(C)c(OCc2nnc(SCC(=O)NCc3ccc4c(c3)OCO4)o2)c1
 : 1	89	93	-5	93	-2	-4	1	89	95	90
> CCSc1nc2c(c(=O)n1CC)SC(C)C2 (stereo not given)
 : -2	99	100	-14	101	-5	-3	-6	99	101	100
> CC1(C)OC2OC(COC(=O)c3ccccc3)C3OC(C)(C)OC3C2O1 (stereo not given)
 : -7	102	106	-9	102	-12	-6	-6	103	99	107

# Some values from the results shown:
# In Bcl-B Bim block, CCOC(=O)c1[nH]cnc1C(=O)Nc1ccc(Cl)cc1 has -4
# In Cdc42 wt GTP, CCOc1ccc(NC(=O)NNC(=O)c2ccc(CC)s2)cc1 has 97
# In Rab7 wt GTP bind, CCSc1nc2c(c(=O)n1CC)SC(C)C2 (stereo not given) has 101

# Next section.
# Values run as follows: Bcl-W Bim block	Rab2A wt mod	Rac1 wt modul	Bfl-1 Bim block	HRas wt GTP bind	Bcl-B Bim block	Bim-Bcl-2	Bim-Bcl-XL	Rac1 mut GTP	Rab7 wt GTP bind	Cdc42 wt GTP
> NC(=O)NC(Cc1ccccc1)C(=O)NCC1(N2CCCCC2)CCCCC1 (stereo not given)
 : 8	103	101	4	103	0	-2	0	101	96	99
> Cc1c(NC(=O)COC(=O)C2(c3ccccc3F)CCCC2)c(=O)n(-c2ccccc2)n1C
 : -4	97	97	-6	94	-9	-6	-5	99	94	98
> O=C(Nc1ccc2c(c1)OCO2)C1CCN(S(=O)(=O)c2cccc3cccnc23)CC1
 : -1	94	89	-3	94	-4	-6	-4	93	91	96
> O=C(NCc1ccccc1C(F)(F)F)C12CN(Cc3ccccc3)CC1C(c1ccc([N+](=O)[O-])cc1)=NO2 (stereo not given)
 : -2	98	99	4	97	-2	1	1	97	97	95
> S=c1[nH]c2ccc(Cl)cc2[nH]1
 : -5	100	103	-12	99	-21	-11	-6	99	100	100
> CCC(C)NC(=O)c1c(F)c(F)c(F)c(F)c1F (stereo not given)
 : -2	98	108	-3	103	-2	-25	-5	103	101	104
> O=C(NCCN1CCOCC1)C(=O)NCc1ccco1
 : 0	94	94	1	95	-1	-3	-2	95	96	92
> COc1ccc(C(=O)CSc2nnc(Cn3cnc4ccccc43)o2)cc1
 : 0	95	95	-8	97	-7	-10	-4	95	90	99
> COc1cccc(C(=O)N2CCCC(c3nc(-c4cccs4)no3)C2)c1 (stereo not given)
 : -1	93	92	-6	95	-3	-7	-4	94	97	95
> Clc1ccc(-n2ncc3c(N4CCCCCC4)ncnc32)cc1
 : -1	102	110	-1	103	-2	-1	-1	102	101	102
> COc1ccc(CNC(=O)c2cccc(N3CCCC3=O)c2)cc1
 : 2	99	102	0	98	0	1	7	98	101	99
> CCc1nnc(N2C(=O)c3ccc(Oc4ccc([N+](=O)[O-])cc4)cc3C2=O)s1
 : -2	93	93	-12	94	-7	-6	-5	92	93	90
> CCn1c(=S)sc2c(=O)n(-c3ccccc3)c(SC)nc21
 : -4	99	104	-10	101	-9	-8	-6	98	102	105
> CCOC(=O)c1c(C)[nH]c(C(=O)Cn2nnc(-c3ccc(Cl)cc3)n2)c1C
 : 0	102	106	-1	100	1	-2	0	99	101	101
> c1ccc(CN2CCC(=NNc3nc4ccccc4[nH]3)CC2)cc1
 : -1	95	97	0	95	-2	-2	-1	97	95	91
> Cc1ccccc1Cn1nc(C)c(NC(=O)c2cc(-c3ccco3)on2)c1C
 : 0	98	102	0	99	-1	-1	3	98	95	99
> Fc1ccc(N2CCN(C(=S)NCc3ccco3)CC2)cc1
 : 0	102	102	-2	101	-4	0	-2	96	104	100
> Cc1ccc(NC(=O)CN2C(=O)N/C(=C/c3ccc(N4CCOCC4)cc3)C2=O)cc1
 : -9	100	107	-18	100	-9	-13	-10	100	98	102
> COC(=O)COc1ccc(S(=O)(=O)Nc2ccc(C(N)=O)cc2)cc1C
 : -1	101	106	-12	103	-9	-5	-3	101	100	104
> N#C/C(=C\c1ccc(-c2cccc([N+](=O)[O-])c2)o1)C(=O)NCCN1CCOCC1
 : -2	92	85	-5	92	-3	-4	-2	89	99	93
> CC(C)(C)c1ccc(S(=O)(=O)NCCc2ccncc2)cc1
 : 2	104	111	-4	102	-3	0	0	100	102	101
> Cc1ccc(N2CC(C(N)=O)CC2=O)cc1C (stereo not given)
 : 7	95	101	-9	97	-3	-2	0	96	93	101
> O=C(NCCCn1ccnc1)NC(C(F)(F)F)C(F)(F)F
 : -1	101	103	-20	99	-8	-13	-5	101	98	100
> CCOc1ccc2[nH]c(=O)c(CN(CCO)Cc3nnnn3CCc3ccccc3)cc2c1
 : 2	98	99	-13	102	-9	-8	1	95	98	102
> CCNC(=O)NC(=O)CSc1ccccc1F
 : -3	96	105	-3	99	-8	-2	-7	99	101	98
> CCOc1ccc(NC(=O)NCCCn2c(C)nc3cc(C)c(C)cc32)cc1
 : -3	96	99	-14	98	-5	-6	-3	97	93	100
> Cc1ccc(NS(=O)(=O)c2ccc3c(c2)C(=O)c2ccccc2C3=O)c(C)c1
 : 0	91	100	1	98	21	0	-1	94	94	94
> CC(=O)Nc1ccc(S(=O)(=O)NCCOc2ccc(Cl)cc2C)cc1
 : -2	99	100	-3	100	-5	-6	-5	97	108	99
> COc1cc(CN(C)CC(=O)c2[nH]c(C)c(C(C)=O)c2C)ccc1OC(F)F
 : 0	97	98	-8	98	-9	-4	-4	98	100	96
> COc1cccc(CNC(=O)CSCc2cnn(-c3ccccc3)c2-n2cccc2)c1
 : -1	94	96	-7	96	-9	-9	-11	94	95	94

# 3 structures out of the list, sorted by formula weight, lowest first.
# Values run as follows: Bcl-W Bim block	Rab2A wt mod	Rac1 wt modul	Bfl-1 Bim block	HRas wt GTP bind	Bcl-B Bim block	Bim-Bcl-2	Bim-Bcl-XL	Rac1 mut GTP	Rab7 wt GTP bind	Cdc42 wt GTP
> COC(=O)Nc1ccc2c(c1)OCO2
 : 2	101	104	2	100	0	0	0	99	100	101
> COc1cccc(-c2nc3cc(C)ccc3o2)c1
 : 1	101	106	-7	102	-9	-8	-1	98	101	104
> Cc1c(NC(=O)COC(=O)C2(c3ccccc3F)CCCC2)c(=O)n(-c2ccccc2)n1C
 : -4	97	97	-6	94	-9	-6	-5	99	94	98
